HSF1 activator: increases HSF-1 driven luciferase reporter signal; NIH3T3-HGL HSF-1 luciferase reporter, MG132, 8 h; 100% = twice DMSO control signal; activation, % at 9 µM; 300,000 tested, 1.7% active; AID 504408;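 active means mean replicate activation of at least 50% with a set share of replicates each reaching 50%; inconclusive means only one of those two conditions met; inactive means mean below 50% and too few replicates reaching it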;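 further: 0% = median of the neutral control wells and 100% = twice that signal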
HSP90 inh: HSP90 refolding inhibition in rabbit reticulocyte lysate | luciferase refolding luminescence, 3 h | inhibition, % at 5.6 µM | 290,000 tested, 0.91% active | AID 1789;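 active means inhibition above the screen-wide mean plus 3 SD, computed separately per campaign, cut at about 16% in these data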;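 further: 0% = DMSO wells and 100% = 60 µM geldanamycin wells; inhibitors lower the luminescence because luciferase stays unfolded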
IEC-6 cytotox: kills IEC-6 intestinal cells in KLF5 counter-screen | IEC-6 cytotoxicity, luminescence viability | inhibition, % at 5 µM | 290,000 tested, 0.78% active | AID 1825; in the data active means inhibition above about 22%;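 further: 0% = plate median of test compound wells and 100% = cytotoxic reference compound wells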
AI-2 QS mod: Vibrio harveyi AI-2 quorum sensing modulation | Vibrio harveyi JMH597 AI-2 luminescence/OD600 ratio, 9 h; hits give low values; strain lacks LuxN and CqsS sensors; 0 = neutral-control median | activity change, % at 7.5 µM | 300,000 tested, 0.4% active | AID 2094; in the data active means activity change below about -75%, passing the limit was not always enough; inconclusive means no clear call, values can overlap the other calls;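 further: luminescence divided by OD600 gain over 9 h not by final OD600 alone; inactives centre near 13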
SKKanGAS inh: inhibitors of SKKanGAS S. pyogenes growth in kanamycin (SK-promoter or general growth effect); BacTiter-Glo, 6 h; inhibition, % at 7.5 µM; 300,000 tested, 1.3% active; AID 1662;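 active means mean replicate score, as percent of positive control median, at least 50; inconclusive means mean below 50 but one replicate at or above 50; inactive means mean and every replicate below 50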;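 further: strain carries kanamycin resistance gene driven by streptokinase promoter and grows in 40 µg/ml kanamycin; loss of luminescence reflects streptokinase promoter inhibition or plain growth inhibition; 0% = median of DMSO wells and 100% = positive control at its reference dose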
KLF5 inh: inhibitors of KLF5 expression; inhibition, % at 5 µM; 290,000 tested, 0.23% active; DLD-1 KLF5 promoter-luciferase reporter, luminescence;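 active means inhibition above a per-plate limit of that plate's mean compound inhibition plus 3 SD, cut at about 60% in these data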;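 further: 0% = DMSO wells and 100% = LY294002 at 200 µM; higher means less KLF5 promoter-driven luciferase light; inactives centre near -14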
Platelet DG rel: platelet dense granule release activity; human platelet-rich plasma, SFLLRN dense granule ATP release, luminescence; 300,000 tested, 0.22% active; AID 1663; inhibition, %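 (compounds screened at 7.5 µM in platelet-rich plasma)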;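 active means mean replicate score, as percent of positive control, at or above 50; inconclusive means mean below 50 but at least one replicate at or above 50; inactive means mean and every replicate below 50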
HIF activator: HIF pathway transcriptional activation; 300,000 tested, 0.32% active; activation, % at 7.5 µM (by protocol); U2OS HRE-luciferase reporter, luminescence; normalized: DMSO 0%, desferrioxamine 100%;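 active means mean activation of at least 10% of the iron chelator positive control signal, with at least half of replicates also reaching 10%; inconclusive means mean and replicate majority disagree about reaching 10%; inactive means mean and most replicates under 10%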
HSF1 inh: HSF1 inhibition; AID 2098; activity change, negative = inhibition, % at 7.5 µM (by protocol); NIH3T3-HGL HSE-luciferase, MG132-induced, luminescence 8 h; hits give low values; 300,000 tested, 0.77% active;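 active means more than half of replicate wells show activity change below -50%, luminescence cut by over half; inconclusive means some wells, but at most half, below -50%; inactive means no replicate well below -50%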;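 further: luciferase reports HSF-1 transcriptional activity via heat shock element; 0% = median of DMSO wells and -100% = zero luminescence signal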
aSyn UTR inh: 5' untranslated region of α-synuclein, MLPCN primary screen; alpha-synuclein 5'UTR reporter, inhibitor activity; inhibition, % (tested at 7.5 µM); 300,000 tested, 0.82% active; in the data active means inhibition above about 60%; inconclusive means no clear call, values can overlap the other calls;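 further: H4 neuroglioblastoma cells stably carrying SNCA 5'UTR luciferase fusion; 0% = DMSO wells and 100% = positive control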
An asterisk follows results filed as active; ? = inconclusive; . = not tested or not shown.

SMILES	HSF1 activator	HSP90 inh	IEC-6 cytotox	AI-2 QS mod	SKKanGAS inh	KLF5 inh	Platelet DG rel	HIF activator	HSF1 inh	aSyn UTR inh
Cc1ccn2c(CNCC3OCCc4ccccc43)c(C(=O)N3CCCCCC3)nc2c1 (centres undefined)	3	1	3	17	-15	-8	-4	0.1	12	8
CCOC(=O)c1ccc(NC(=O)Nc2c(C)nn(C)c2C)cc1	-9	2	4	12	-6	-24	0	-0.3	-7	-12
O=C(Nc1ccc2c(c1)OCO2)C1CCN(C(=O)c2cccs2)CC1	-20	-1	-9	-9	1	4	0	-0.2	-6	7
COc1ccc(C2NCCc3c2[nH]c2ccccc32)cc1COc1ccc(F)cc1 (centres undefined)	-8	3	-4	28	7	5	3	-0.2	6	-2
CC(C)C(=O)Nc1ccc(C(=O)NNC(=O)c2cccs2)cc1	-17	0	-4	14	-1	-34	-39	0.5	-4	9
COc1ccccc1NC(=O)Cc1cccc2ccccc12	5	1	4	2	-1	-22	-9	-0.3	-3	4
N#CCC(CNc1ncc(C(F)(F)F)cc1Cl)OC(=O)c1ccc(Cl)cc1Cl (centres undefined)	79*	3	2	19	7	-16	-6	0.6	44	-18
CC(=O)c1sc(NC(=O)CCOc2ccccc2)nc1C	-52	-3	1	7	-1	-37	-1	0.5	-38	-58
CC(=O)Nc1ccccc1NC(=O)C/C(C)=N/NC(=O)c1ccccn1	42	-1	1	-1	-9	-135	0	0.5	7	-114
COC(=O)CSc1[nH]c2cc(C)ccc2c1[N+](=O)[O-]	-23	3	-2	15	-2	-7	-5	-1.1	-2	17
COc1cccc(N2CC(NS(=O)(=O)c3ccc(Cl)cc3)CC2=O)c1 (centres undefined)	11	.	.	16	4	.	-10	-0.3	9	9
CCOC(=O)N1CCN(c2c(N3CC=C(c4ccccc4)CC3)c(=O)c2=O)CC1	12	0	-2	48	-6	10	-5	-0.2	-2	13
CC(C)CC(=O)c1c[nH]c(C(=O)N2CCN(Cc3ccccc3)CC2)c1	3	-2	-4	14	-2	8	8	-0.7	0	17
CC(C)NC(=O)c1cccc2c1-c1ccccc1C2=O	-12	-3	0	18	2	-7	-4	0.0	-10	4
Cc1ccc(CNC(=O)CCCCn2c(=O)[nH]c3ccsc3c2=O)cc1	-9	2	4	10	-7	-27	14	-0.4	2	7
CCc1nnc(NC(=O)c2oc3cc(C)c(C)cc3c2C)s1	11	-1	-1	4	-1	-27	17	-0.1	0	-102
N#Cc1c(-c2ccc(F)cc2)cc(-c2ccccc2)nc1SCC(=O)NCC(=O)O	-2	-1	5	24	-12	-28	20	-0.1	-9	-7
COc1cc(OC)cc(C(=O)NC(c2ccccc2)c2ccccc2)c1	6	1	-9	23	4	-5	3	0.0	0	-1
CC(Oc1ccc(Cl)cc1Cl)C(=O)/C=C/N(C)C (centres undefined)	18	-7	-3	18	0	-22	9	-0.3	6	16
Nc1c(Cl)cc(C2=NCCn3c2c2ccc([N+](=O)[O-])cc2[n+]3[O-])cc1Cl	0	.	.	17	68*	.	-5	2.3	6	?
CC1=NNC(=O)C1C(c1ccccc1)C1C(=O)NN=C1C (centres undefined)	128*	-2	-3	10	-1	-16	3	0.1	84	1
Cc1cccc(N2CCN(S(=O)(=O)c3c(C)noc3/C=C/N(C)C)CC2)c1C	-24	1	-4	29	15	-26	-1	0.6	-10	-8
COc1cc(OC)nc(S(C)(=O)=O)n1	-10	4	7	17	0	22	11	0.2	-4	-27
CC(OC(=O)C1CCCC1)C(=O)Nc1ccc(C(N)=O)cc1 (centres undefined)	5	.	.	.	-8	.	-1	0.1	-3	-6
CN(NC(=O)CN1C(=O)c2ccccc2C1=O)C1=NS(=O)(=O)c2ccccc21	-10	-3	7	22	10	-22	-3	-0.1	-1	-15

Next records follow.
SMILES	HSF1 activator	HSP90 inh	IEC-6 cytotox	AI-2 QS mod	SKKanGAS inh	KLF5 inh	Platelet DG rel	HIF activator	HSF1 inh	aSyn UTR inh
COc1ccc(S(=O)(=O)N2CCOCC2)cc1NC(=O)CN1CCC(Cc2ccccc2)CC1	17	0	3	32	3	-28	35	-0.2	6	21
COc1ccccc1/C=C\C(=O)NCC(=O)N/N=C(\C)Cc1ccccc1	12	9	9	17	6	2	3	-0.5	-3	7
CCOc1ccc(NC(=O)c2ccccc2NC(=O)CN2CCN(C(C)=O)CC2)cc1	16	-2	-9	17	2	-8	-1	0.2	-2	-8
Cc1ccccc1CN1CCN(C(=O)c2ccc(F)cc2)CC1	-70	2	6	11	0	-28	1	-12	-63*	17
CCC(CC)C(=O)c1c[nH]c(C(=O)O)c1	6	4	10	13	.	-4	-1	-0.1	-4	25
O=C(Nc1ccc(S(=O)(=O)Nc2ncccn2)cc1)c1ccccc1NS(=O)(=O)c1ccc(F)cc1	-16	3	2	8	18	-23	2	-0.2	-9	14
CC(=O)c1ccc(N2CCN(S(=O)(=O)c3cc4c(cc3C)NC(=O)CO4)CC2)cc1	0	1	0	15	-17	-15	4	0.0	6	22
Cc1cc2occ(CC(=O)NCc3cccs3)c2cc1C(C)C	62*	-3	-2	13	3	-36	9	0.0	12	8
Cc1ccc(S(=O)(=O)CCC(=O)OCC(=O)N(Cc2ccccc2)C(C)C)cc1	12	.	.	15	-3	.	-5	0.8	7	0
COc1ccc(NC(=O)c2noc(C(C)C)c2[N+](=O)[O-])cc1	27	2	1	-14	-12	-33	-4	0.5	15	-30
O=C(COC(=O)c1ccccc1C(=O)N1CCN(c2ccc(F)cc2)CC1)NCc1ccccc1	4	2	-10	19	6	6	-3	-0.9	-6	-3
O=c1cc(N2CCc3ccccc32)[nH]c(=O)n1-c1ccc(Br)cc1	3	-1	-6	6	10	-12	5	0.1	-3	-42
COc1ccccc1-c1ccc(=O)n(CC(=O)NCc2ccc3c(c2)OCO3)n1	6	-3	-8	17	-3	-17	2	-0.2	6	7
O=c1c2ccccc2nc2n1C(CSc1ccc(Cl)cc1)CN2 (centres undefined)	-13	-1	-4	17	2	5	9	-0.1	-3	-9
CN(C(=O)COC(=O)/C=C/c1ccc2c(c1)OCO2)c1c(N)n(Cc2ccccc2)c(=O)[nH]c1=O	30	.	.	30	-5	.	-20	-0.1	-2	-17
C=CC[n+]1c(/C=C/c2ccc(OC(C)=O)c(OC)c2)ccc2ccccc21	-11	-4	1	7	20	-16	27	-19	-11	45
CC(C(=O)Nc1cccc(S(=O)(=O)N2CCOCC2)c1)N1CCN(c2ccc(F)cc2)CC1 (centres undefined)	-3	-1	1	7	7	-17	4	0.1	-4	-10
CCCCCCC(C)OC(=O)c1ccccc1C(=O)O (centres undefined)	-14	-2	-4	29	-2	-15	-5	0.8	-3	-1
C[N+]1(C2CCC3CCCC2C3O)CCCCC1 (centres undefined)	4	1	1	9	-10	-19	-8	-0.8	-2	25
Cc1[nH]n(-c2ccccc2)c(=O)c1/C=C1/C=c2ccccc2=N1	-1	-3	3	7	-12	-11	-2	1.6	-2	-69
CCCSc1nc2c(cnn2-c2ccc(C)cc2)c(=O)[nH]1	-3	-1	-7	23	14	-5	-17	-0.4	0	32
O=C(CSc1nnc(NC(=O)c2ccco2)s1)Nc1ccccc1	11	0	-16	35	-2	-18	9	0.5	-1	-40
COc1cc2c(c3oc(=O)cc(CC(=O)O)c13)CCC(C)(C)O2	5	-1	8	21	0	-35	-3	-0.2	1	58
CCn1nc(C)c(/C=N/NC(=O)Cc2ccc(Cl)cc2)c1C	.	-1	-2	24	-7	-40	-1	.	.	-48
CNc1oc(-c2ccc(Cl)cc2)nc1P(=O)(c1ccccc1)c1ccccc1	10	-3	1	7	32	4	2	-0.2	4	20

Remaining list, next part:
SMILES	HSF1 activator	HSP90 inh	IEC-6 cytotox	AI-2 QS mod	SKKanGAS inh	KLF5 inh	Platelet DG rel	HIF activator	HSF1 inh	aSyn UTR inh
O=C(CCc1ccncc1)NC1CCCc2c1cnn2-c1ccc(F)cc1F (centres undefined)	-10	-2	-3	.	0	-41	27	0.4	-6	-14
Cc1ccc(-c2nnc(N3CCN(C(=O)Cn4c(=O)n(C)c5ccccc54)CC3)c3ccccc23)cc1	14	2	-4	7	-8	-26	-11	-0.1	-2	-3
COc1ccc(NC(=O)CSc2nc(C)cs2)cc1OC	-14	-2	7	14	2	-9	-2	-0.2	-5	-2
CCCOc1ccccc1N1C(=O)CC(N(O)c2ccccc2)C1=O (centres undefined)	17	-2	-5	10	-2	-11	-2	-0.2	3	-4
CCOc1cc(NC(=S)NCCCN2CCOCC2)c(OCC)cc1NC(=O)c1cccc(C)c1	1	0	1	9	-9	-8	-2	-0.2	9	4
CCn1cc(C(=O)N[C@H](C(=O)NCCN2CCOCC2)C(C)C)c(=O)c2cc3c(cc21)OCO3	2	-5	3	12	-7	-33	-1	0.0	-2	9
O=S(=O)(Nc1ccc(Cc2ccncc2)cc1)c1ccc(Br)cc1	21	-2	6	-2	-2	-14	-5	-0.3	-2	6
Cc1csc(=NC(=O)c2ccccc2)n1Cc1ccco1	8	1	-7	14	-2	-78	6	0.8	8	-7
O=C(Nc1cccc(S(=O)(=O)N2CCOCC2)c1)C1=NN(c2ccccc2)C(=O)CC1	-17	4	-12	6	-4	-2	-8	0.0	0	2
CC(C)CNC(=O)CN(c1ccccc1)S(=O)(=O)c1ccccc1[N+](=O)[O-]	-10	-4	2	22	-1	1	1	-0.2	-4	-11
O=C(C1=C(O)C(=O)N(c2nccs2)C1c1ccccc1)c1cc2ccccc2o1 (centres undefined)	24	4	2	4	19	-25	-4	1.0	1	-60
CS(=O)(=O)c1cccc(C(=O)Nc2ccc3c(c2)OCCCO3)c1	1	-4	-4	18	-3	-65	-36	1.0	-4	-101
CCCCNC(=O)C1CCCN(S(=O)(=O)c2c(C)noc2/C=C/c2cccs2)C1 (centres undefined)	2	2	2	20	15	-7	-4	-0.2	6	6
COc1ccc(CNC(=O)c2ccc(N3CCCC3=O)cc2)cc1	4	3	-2	14	-1	-53	4	1.5	-4	-71
COc1ccccc1NC(=O)NC1CC(=O)N(c2ccc3c(c2)OCCO3)C1 (centres undefined)	-3	.	.	-4	-7	.	-6	-0.1	-2	6
COc1ccc(C(=O)Nc2nc(CC(=O)NCCc3ccccc3)cs2)cc1	10	.	.	20	2	.	-1	-2.6	14	-35
COc1ccc2ncc(S(=O)(=O)c3ccccc3)c(N3CCC4(CC3)OCCO4)c2c1	-8	-2	1	25	-1	-20	3	-1.1	-1	44
Cc1cc(-c2nnc(SCC(=O)Nc3ccccc3C)n2N)n[nH]1	-1	-3	-2	5	-2	-28	-56	-0.1	4	6
CC1=CSC2=NC(C(F)(F)F)(C(F)(F)F)NC(=O)N12	20	2	4	34	30	-9	0	-0.1	-5	3
COc1ccc(S(=O)(=O)N2CCN(CCO)CC2)cc1-c1nnc2c3ccccc3c(C)nn12	-56	-7	-10	12	-4	-2	18	-0.2	-43	39
CN(Cc1ccccc1)C(=O)c1ccc(NC(=O)C2=CSCCO2)cc1	4	0	-1	10	-12	-57	-16	-0.6	0	3
O=C(CC1C(=O)NCCN1Cc1cccc(Oc2ccccc2)c1)NCC1CCOCC1 (centres undefined)	12	1	-7	6	5	3	0	0.1	1	12
O=c1[nH]cnc2onc(-c3ccc(F)cc3)c12	21	-3	-2	9	2	-28	10	-1.2	16	25

Assay outcomes: PubChem, several laboratories
